# TROY NFkB inh – TROY signaling inhibition; hit rate 0.98% among 360,000; AID 1347056; Q293 LMP1-TROYcd NF-kB luciferase reporter, 4 h; inhibition, % at 10 µM;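 active = compounds whose plate-normalised and pattern-corrected inhibition of the luciferase reporter signal at the single screening dose is 50% or more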
# SRC3 inh – inhibits human SRC3 coactivator | HEK293 GAL4-SRC3 luciferase reporter, luminescence | inhibition, % at 3.6 µM | hit rate 0.17% among 360,000;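 active = inhibition above a per-campaign cutoff, the mean of all compounds plus 3 SD, cut at about 60% in these data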;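 also: 0% = DMSO-treated cells and 100% = gossypol-treated cells at 36 µM; higher means less SRC3-driven luciferase light from the GAL4 reporter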
# KKLEB cytotox – CF airway cell cytotoxicity counter-screen | activity change (cytotoxicity), % at 5 µM | KKLEB CF airway cells viability, ATPlite luminescence, overnight; stronger effect = lower value; cells stimulated with P. aeruginosa culture filtrate | hit rate 0.36% among 360,000 | AID 602141;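 active = corrected activity change at or below -50% at 5 µM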
# TWEAK Fn14 block – TWEAK-Fn14 signaling inhibition. TWEAK-stimulated Fn14 reporter cells, luciferase luminescence, 8 h. inhibition, % at 10 µM. hit rate 2% among 360,000. AID 1159606; in the data active = inhibition above about 50%
# LMP1 NFkB inh – reduces LMP1-driven NF-kappaB luciferase signal; hit rate 0.69% among 350,000; LMP1-induced NF-kappaB luciferase reporter cells, luminescence; inhibition, % at 12.5 µM; AID 504558; in the data active = inhibition above about 41%;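 also: 0% = neutral control wells and 100% = reference inhibitor control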
# Shn3 inh set2 – Schnurri-3 reporter inhibition in Clone20 osteoblasts; Clone20 osteoblast Shn3 3'UTR firefly luciferase, 24 h; inhibition, % at 12.5 µM; hit rate 0.52% among 360,000; AID 588674;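 active = mean inhibition of at least 75% with every replicate also reaching 75%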;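 also: 0% = median of neutral control wells and 100% = pilot-screen positive control compound; some compounds past the cut are filed as inactive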
# CF NFkB block – cystic fibrosis NF-kB activation inhibition; hit rate 0.86% among 360,000; inhibition, % at 5 µM; KKLEB NF-kB-GFP reporter, PAF-induced, GFP fluorescence overnight;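 active = at least 50% inhibition at 5 µM, scaled per plate between neutral and stimulator controls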;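 also: PAF is a Pseudomonas aeruginosa culture filtrate used as stimulus; plate controls were PAF-stimulated DMSO wells for no effect and unstimulated DMSO wells for full effect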
# C8 TRAIL sens – sensitizes caspase-8 expressing cells to TRAIL | NB7+C8 cells + TRAIL, ATPlite viability luminescence | inhibition (viability loss, TRAIL sensitization), % at 10 µM | hit rate 1% among 360,000 | AID 624354;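 active = compounds causing at least 50% loss of cell viability in the single-dose screen, relative to plate controls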
# LRH-1 inv ag – NR5A2 inverse agonism in reporter assay. HEK293T StAR-luciferase reporter, LRH-1 transfected, 24 h. inhibition, % at 3.6 µM. hit rate 0.13% among 360,000;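 active = inhibition above the mean inhibition of all tested compounds plus 3 SD, cut at about 73% in these data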;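 also: 0% = DMSO wells and 100% = reporter-only cells lacking LRH-1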
# SRC1 inh – inhibits human SRC1 coactivator; Q15788; HEK293 GAL4-SRC1 luciferase reporter, luminescence; inhibition, % at 3.6 µM; hit rate 0.12% among 360,000; AID 588354;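 active = inhibition above the campaign mean plus 3 SD, with each screening campaign given its own cutoff, cut at about 60% in these data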;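 also: 0% = DMSO treated cells and 100% = gossypol at 36 µM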
# Target sequence (Q15788 whole entry, looked up, the tested form may be a part): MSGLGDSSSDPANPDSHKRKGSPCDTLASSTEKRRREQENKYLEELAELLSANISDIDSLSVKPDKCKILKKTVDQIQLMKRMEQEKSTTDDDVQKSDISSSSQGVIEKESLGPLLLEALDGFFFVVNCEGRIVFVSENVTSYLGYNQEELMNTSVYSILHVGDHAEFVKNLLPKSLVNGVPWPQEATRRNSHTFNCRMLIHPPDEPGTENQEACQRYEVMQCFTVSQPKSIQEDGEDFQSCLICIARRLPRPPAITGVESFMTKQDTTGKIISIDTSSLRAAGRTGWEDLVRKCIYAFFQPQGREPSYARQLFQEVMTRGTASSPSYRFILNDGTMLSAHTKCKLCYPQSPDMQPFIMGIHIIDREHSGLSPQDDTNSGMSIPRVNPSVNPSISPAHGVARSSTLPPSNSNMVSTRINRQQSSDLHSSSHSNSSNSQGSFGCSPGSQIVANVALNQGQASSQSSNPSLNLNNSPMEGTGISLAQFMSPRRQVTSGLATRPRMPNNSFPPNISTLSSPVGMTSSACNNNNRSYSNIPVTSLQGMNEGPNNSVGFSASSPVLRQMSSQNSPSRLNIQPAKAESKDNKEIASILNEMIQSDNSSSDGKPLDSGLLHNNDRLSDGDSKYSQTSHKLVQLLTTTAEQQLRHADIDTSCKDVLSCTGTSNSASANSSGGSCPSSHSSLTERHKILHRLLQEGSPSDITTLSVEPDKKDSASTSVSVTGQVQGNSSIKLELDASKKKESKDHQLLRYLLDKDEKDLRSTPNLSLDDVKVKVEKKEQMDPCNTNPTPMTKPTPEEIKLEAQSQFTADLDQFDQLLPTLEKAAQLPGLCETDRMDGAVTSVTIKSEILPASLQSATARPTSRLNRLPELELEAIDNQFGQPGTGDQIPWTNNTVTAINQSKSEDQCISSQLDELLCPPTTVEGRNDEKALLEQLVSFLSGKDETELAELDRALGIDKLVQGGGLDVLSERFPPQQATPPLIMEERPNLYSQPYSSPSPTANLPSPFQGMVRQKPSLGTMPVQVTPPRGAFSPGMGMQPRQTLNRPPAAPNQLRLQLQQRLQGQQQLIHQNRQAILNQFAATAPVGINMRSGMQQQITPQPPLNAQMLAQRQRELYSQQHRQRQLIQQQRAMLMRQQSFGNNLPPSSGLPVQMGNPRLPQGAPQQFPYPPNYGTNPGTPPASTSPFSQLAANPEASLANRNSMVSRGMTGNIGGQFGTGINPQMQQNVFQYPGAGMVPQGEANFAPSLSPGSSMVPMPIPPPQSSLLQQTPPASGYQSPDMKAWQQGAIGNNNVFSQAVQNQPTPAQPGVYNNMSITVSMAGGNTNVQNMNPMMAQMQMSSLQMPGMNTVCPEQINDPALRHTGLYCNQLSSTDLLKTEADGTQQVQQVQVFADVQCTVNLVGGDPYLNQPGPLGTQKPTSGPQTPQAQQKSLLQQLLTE
# COUP-TFII inh – NR2F2 (human) inhibition, primary screen; P24468; inhibition, % at 8.6 µM; HEK293T NGFI-A luciferase reporter, luminescence; hit rate 0.7% among 370,000;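 active = inhibition above a per-plate cutoff, mean inhibition of test wells between control levels plus 3 SD, cut at about 38% in these data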;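 also: cells cotransfected with COUP-TFII expression vector driving the NGFI-A reporter; 0% = median of COUP-TF2 test wells and 100% = reporter-only cells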
# Numbers without * were called inactive; . = not tested or not shown.
SMILES,TROY NFkB inh,SRC3 inh,KKLEB cytotox,TWEAK Fn14 block,LMP1 NFkB inh,Shn3 inh set2,CF NFkB block,C8 TRAIL sens,LRH-1 inv ag,SRC1 inh,COUP-TFII inh
CCOC(=O)c1sc2ncn(C(C)C(=O)OCC)c(=O)c2c1C (stereo not drawn),-18,4,4,-23,3,-4,4,-1,-20,-4,-6
Cc1cc2nc(-c3nnnn3Cc3ccccc3)c(=O)[nH]c2cc1C,-14,.,.,-8,.,.,.,-1,-8,.,-15
C=CCn1c(C)cc(C(=O)COc2ncnc3sccc23)c1C,23,-80,0,45,6,-54,-4,38,-80,-88,-32
CCOC(=O)c1c(C)[nH]c(C(=O)OC/C(O)=C(\C#N)c2nc3ccccc3[nH]2)c1C,-25,-3,2,7,-22,9,6,0,-14,-13,.
CC(Oc1ccc(F)cc1)C(=O)Nc1cc(S(=O)(=O)N2CCOCC2)ccc1N1CCCCC1 (stereo not drawn),-22,-4,-12,-21,-9,38,20,25,-8,-3,18
Cc1ccc(OCC(=O)Nc2ccc(F)cc2)cc1,-54,-51,-1,-34,-18,-78,28,9,-97,-64,-30
Cc1c(Cl)c(C(=O)NC2C3CC4CC(C3)CC2C4)nn1C (stereo not drawn),-9,-5,13,-3,-10,-7,-3,2,-9,-2,-9
NC(=O)NC(=O)COC(=O)CC12CC3CC(CC(C3)C1)C2,18,10,-10,-7,-10,-106,-3,1,19,-70,-10
ON=C1CCCCCCCC1,-12,1,22,14,8,-5,-3,-6,-18,-2,15
Nc1[nH]c(C(=O)c2ccccc2)c(-c2ccncc2)c1C(=O)NCc1cccc2ccccc12,-2,.,.,36,.,.,.,13,-21,.,16
COc1ccc(Cc2noc(CN3CCCC(OCc4ccccn4)C3)n2)cc1OC (stereo not drawn),1,13,-5,-7,1,15,-3,-8,3,-4,8
COc1cccc(N(C(=O)Cc2cccs2)C(C(=O)NC2CCCC2)c2ccncc2)c1 (stereo not drawn),-31,-10,8,-20,-5,2,13,-16,-10,13,4
COc1ccc(CNC(=O)COC(=O)CCn2c(C)csc2=O)cc1OC,14,-6,6,5,-2,2,16,-16,-5,-16,1
O=C1CN(C(=O)CSc2nc3ccccc3c(=O)n2CCCN2CCOCC2)c2ccccc2N1,16,6,-5,-24,-1,15,15,7,-10,-9,8
O=C(/C=C/c1ccc(F)cc1)N1CCN(c2ccccn2)CC1,-23,-1,-3,9,-8,1,-6,5,-11,-31,-4
CCC(C)(C)NC(=O)C1c2ccccc2Oc2ccccc21,1,25,-2,-15,2,4,-22,-11,4,-37,1
O=C(O)CSc1nnc(-c2ccccc2Br)n1-c1cccc(C(F)(F)F)c1,6,-19,-6,-3,4,10,5,7,0,-9,-6
Cc1cccc(C(=O)Oc2ccccc2/C=N/Nc2ccc([N+](=O)[O-])cc2)c1,28,16,1,30,-13,12,-7,17,-8,-16,-10
O=C(Nc1ccc(N2CCN(Cc3ccccc3)CC2)cc1)c1cccnc1,-3,0,6,-12,1,10,-17,1,37,-22,-8
N#C/C(=C(/O)c1ccc([N+](=O)[O-])o1)c1nc2ccccc2[nH]1,50*,9,-29,29,-3,11,94*,39,7,-2,-20
CCN1CCN(C(=O)c2cc(S(=O)(=O)N3CCCCC3)ccc2Cl)CC1,-1,-5,12,7,-7,-5,1,-9,13,0,-31
COCCOC(=O)C1=C(N)OC2=C(C(=O)CC(C)(C)C2)C1c1ccncc1 (stereo not drawn),-1,-7,12,6,0,4,5,-1,9,10,-17
O=C(CCC(=O)NNC(=S)Nc1ccccc1)NCc1ccccc1,39,-2,12,37,4,9,-2,-13,-1,5,-11
Cc1sc2nc(CN3CCOCC3)nc(N3CCOCC3)c2c1C,-1,-1,-8,-26,-2,5,-12,-2,3,-10,-2
Cc1ccccc1CSc1nnnn1-c1ccc(C(N)=O)cc1,-12,2,-1,7,6,-1,2,8,19,1,-8
CCOC(=O)c1c(CSc2ccccc2)n(C)c2cc(Br)c(OCC(O)CNC(CO)(CO)CO)cc12 (stereo not drawn),24,18,-6,10,2,0,-4,35,-1,0,16
COc1ccc(C)cc1NC(=O)C(=O)NNC(=O)c1ccco1,21,4,-12,7,8,-6,7,32,-3,2,6
COc1cc(NC(=O)[C@H](C)NC(=O)N2CCn3c2nc2ccccc23)cc(OC)c1,-20,4,5,-13,1,4,1,11,8,5,-1
O=C(COC(=O)CC1CC2CCC1C2)Nc1cc([N+](=O)[O-])ccc1F (stereo not drawn),0,15,9,-9,-1,1,-4,-5,-11,-8,0
CCOc1ccccc1NC(=O)Cn1c(=O)sc2ccccc21,-1,9,8,-13,64*,12,-6,1,-1,15,5
N#Cc1ccsc1NC(=O)CCS(=O)(=O)c1ccccc1,10,-1,4,-2,13,11,19,19,-11,-22,-1
COc1cccc(C=NCCCN=Cc2cccc(OC)c2O)c1O,-3,14,7,-3,2,-12,27,1,0,8,9
CCN(CC(=O)Nc1c(F)cccc1F)C(=O)CNC(=O)c1ccc(Br)o1,3,4,9,-7,2,-5,-8,-8,0,16,-12
COc1ccc(NC(=O)CN(C)CC(=O)NCCc2ccc(F)cc2)cc1,0,14,5,-4,-1,-23,-13,-11,-4,-4,-12
Cc1cc(C)n(CC2CC(=O)N(c3ccccc3)C2=O)n1 (stereo not drawn),-22,15,2,-5,-2,-4,6,-35,18,7,-13
COc1cc(/C=C/C(=O)O)cc(S(=O)(=O)NNC(=O)c2cc(C)oc2C)c1OC,-1,6,-7,-30,-6,-11,8,-9,-13,-9,-1

# Single records (already shown):
# `COc1cc(NC(=O)[C@H](C)NC(=O)N2CCn3c2nc2ccccc23)cc(OC)c1` is entered as TROY NFkB inh: -20; SRC3 inh: 4; KKLEB cytotox: 5; TWEAK Fn14 block: -13; LMP1 NFkB inh: 1; Shn3 inh set2: 4; CF NFkB block: 1; C8 TRAIL sens: 11; LRH-1 inv ag: 8; SRC1 inh: 5; COUP-TFII inh: -1
# `CCN(CC(=O)Nc1c(F)cccc1F)C(=O)CNC(=O)c1ccc(Br)o1` is entered as TROY NFkB inh: 3; SRC3 inh: 4; KKLEB cytotox: 9; TWEAK Fn14 block: -7; LMP1 NFkB inh: 2; Shn3 inh set2: -5; CF NFkB block: -8; C8 TRAIL sens: -8; LRH-1 inv ag: 0; SRC1 inh: 16; COUP-TFII inh: -12
# `N#Cc1ccsc1NC(=O)CCS(=O)(=O)c1ccccc1` is entered as TROY NFkB inh: 10; SRC3 inh: -1; KKLEB cytotox: 4; TWEAK Fn14 block: -2; LMP1 NFkB inh: 13; Shn3 inh set2: 11; CF NFkB block: 19; C8 TRAIL sens: 19; LRH-1 inv ag: -11; SRC1 inh: -22; COUP-TFII inh: -1

# Retrieved one by one from the entries so far:
SMILES,TROY NFkB inh,SRC3 inh,KKLEB cytotox,TWEAK Fn14 block,LMP1 NFkB inh,Shn3 inh set2,CF NFkB block,C8 TRAIL sens,LRH-1 inv ag,SRC1 inh,COUP-TFII inh
COc1ccc(NC(=O)CN(C)CC(=O)NCCc2ccc(F)cc2)cc1,0,14,5,-4,-1,-23,-13,-11,-4,-4,-12
Cc1ccccc1CSc1nnnn1-c1ccc(C(N)=O)cc1,-12,2,-1,7,6,-1,2,8,19,1,-8
COc1cc(NC(=O)[C@H](C)NC(=O)N2CCn3c2nc2ccccc23)cc(OC)c1,-20,4,5,-13,1,4,1,11,8,5,-1
O=C(/C=C/c1ccc(F)cc1)N1CCN(c2ccccn2)CC1,-23,-1,-3,9,-8,1,-6,5,-11,-31,-4
N#Cc1ccsc1NC(=O)CCS(=O)(=O)c1ccccc1,10,-1,4,-2,13,11,19,19,-11,-22,-1
CCN(CC(=O)Nc1c(F)cccc1F)C(=O)CNC(=O)c1ccc(Br)o1,3,4,9,-7,2,-5,-8,-8,0,16,-12

# (listing goes on)
SMILES,TROY NFkB inh,SRC3 inh,KKLEB cytotox,TWEAK Fn14 block,LMP1 NFkB inh,Shn3 inh set2,CF NFkB block,C8 TRAIL sens,LRH-1 inv ag,SRC1 inh,COUP-TFII inh
C=CCNc1nc(N)c([N+](=O)[O-])c(NCc2ccccc2)n1,3,-25,-12,-98,-3,-15,16,-16,-21,-23,.
CCn1c(SCC(=O)Nc2cc(NC(C)=O)ccc2OC)nnc1-c1cccnc1,-7,6,-7,5,2,-47,-5,0,9,-3,17
Cc1cc(OCc2cn3cccnc3n2)ccc1Cl,-85,-38,-4,-16,-17,-51,4,12,-89,-46,-20
Cc1ccc(NC(=O)C2CCCN2C(=O)c2cccs2)c(C)c1 (stereo not drawn),-15,-6,4,7,-4,9,-9,-31,15,7,4
O=C(CCCOC(=O)c1ccc(O)cc1)c1ccccc1,-20,-1,16,-18,-4,-19,6,12,-8,-2,3
OCCNc1cc(-n2nc(-c3ccccc3)cc2-c2ccccc2)ncn1,7,8,12,19,8,5,10,5,6,-17,-5
CN(C)C(=S)NC1(C)CCS(=O)(=O)C1 (stereo not drawn),9,3,2,3,-2,11,-1,-2,3,-5,-5
Cc1nn(-c2ccccc2)c(Cl)c1C(=O)NCCN(C)C,3,8,9,6,-2,9,7,2,6,-21,18
O=[N+]([O-])c1ccc(NCc2ccc3c(c2)OCO3)cc1,-37,-12,-8,-25,-12,-9,-16,0,-6,-19,-7
COc1ccc(-c2nc(N3CCC(C)CC3)[nH]c(=O)c2C#N)cc1,-2,15,-9,-13,6,-25,18,11,2,-8,8
CN(C)c1ccc(C(=O)/C=C/c2cccnc2)cc1,-50,-68,-9,29,-41,15,9,11,-58,-59,-7
O=C(NOCc1ccccc1)c1ccc(Cl)cc1Cl,42,-98,0,82*,46*,24,1,58*,-104,-65,10
CC1(C)CC2CC(C)(CN2S(=O)(=O)c2ccc(F)cc2F)C1 (stereo not drawn),2,18,-20,15,3,10,14,-11,-8,10,18
O=C(c1ccc(S(=O)(=O)Cc2ccccc2F)c([N+](=O)[O-])c1)N1CCCC1,10,20,-7,37,9,-3,16,32,-3,-9,-2
S=C(Nc1ccc(Br)cc1Cl)NN1CCOCC1,-5,6,2,-1,-10,-9,-10,-5,0,-24,4
N/C(=N\OC(=O)c1cccc(Cl)c1)c1cccnc1,-45,-56,3,-14,-21,-93,-7,64*,-47,-53,-29
O=C(Nc1nccs1)c1cc2c(s1)CCCCC2,78*,7,-54*,100*,52*,29,-11,90*,-5,-11,42*
CCCCCC(=O)N1C[C@@H](O)[C@H](n2cc(-c3ccc(F)cc3)nn2)C[C@@H]1c1ccc(Cl)cc1,30,12,0,15,-16,21,-7,36,-14,9,9
Cc1ccc(S(=O)(=O)N2CC3(C)CN(S(=O)(=O)c4ccc(C)cc4)CC(C)(C2)C3)cc1,-10,8,-16,2,1,-16,-14,-6,-2,0,0
Cc1ccc(NC(=S)NC2CC3CCC(C2)N3Cc2ccco2)cc1C (stereo not drawn),-9,24,-2,-11,0,-4,12,5,9,2,-13

# Not all compounds are listed. The share of hits here may be higher or lower than overall.
